Bioassay records from PubChem.
RMI-FANCM inh: RMI-FANCM interaction inhibition. Fluorescence polarization, RMI core complex with F-MM2 peptide; hits give low values. FP signal (polarization) at 33 µM. 0.58% of 70,000 active. AID 1159607; in the data active means FP signal below about 40; further: inactives centre near 61; strong numbers were not always called active; unit not given here
* marks the source's active call; other numbers are inactive results; & = joins results of further samples. Only part of the results is shown; rates above refer to the full screens.

canonical_smiles | RMI-FANCM inh
Cc1ccc(Nc2nc(NCCN(C)C)nc3nccnc23)cc1C | 64
CC(C)(C)c1cc(NC(=O)CSc2nnnn2-c2ccccc2)cc(C(C)(C)C)c1 | 81
CCOC(=O)CC1=CSC2=NCCN12 | 62
COc1ccc(N2CCN(Cc3cc(=O)oc4ccc(Cl)cc34)CC2)cc1 | 55
COc1cccc(-c2cc(=O)[nH]c(SCc3nc(-c4ccc(Br)cc4)no3)n2)c1 | 64
O=C(Cc1csc(NS(=O)(=O)c2ccc(Cl)cc2)n1)N1CCc2ccccc2C1 | 54
Cc1[nH]c2ccccc2c1C(=O)CCl | 56
O=C(c1ccc2c(c1)OCO2)N(CCn1cccn1)c1nc2ccccc2s1 | 61
CN(c1ccccc1)c1nc(N2CCOCC2)nc(N(C)c2ccccc2)n1 | 57
CC12CCC(C(=O)Nc3ccc([N+](=O)[O-])cc3)(CC1=O)C2(C)C (configuration not stated) | 57
O=C(CCn1cnc2c([nH]c3ccccc32)c1=O)N1CCN(c2ccccc2)CC1 | 62
Cn1cnc2cccc(F)c2c1=N | 56
COc1cccc2c1c(NS(=O)(=O)c1cc(Cl)sc1Cl)nn2C | 62
CCOCC(=O)Nc1ccc2c(c1)CCC(=O)N2 | 68
COc1cccc(NC(=O)Nc2cccc(-c3ccc4nnc(C)n4n3)c2)c1 | 78
COc1cccc2sc(NC(=O)c3ccn(C)n3)nc12 | 69
COc1cc2c(cc1OC)C(c1ccccc1)NCC2 (configuration not stated) | 53
Cn1cccc1/C=C(\C(=O)c1ccccc1)N1C=CC=CC1=C(C#N)C#N | 59
Cc1cc(C)n(-c2nnc(C)n2NS(=O)(=O)c2ccc(F)cc2)n1 | 64
O=C(Nc1cccc(N2CCCCC2=O)c1)c1c(F)cccc1Cl | 56
Cn1c(=NC(=O)/C=C/c2ccccc2Cl)sc2cc(S(C)(=O)=O)ccc21 | 62
COc1cccc2sc(=NC(=S)NC(=O)c3ccc(C(=O)c4ccccc4)cc3)n(C)c12 | 56
COCC(=O)Nc1cccc(N2CCCC2=O)c1 | 67
O=C(NCc1ccc2c(c1)OCO2)C1CCN(c2ncnc3c2sc2ncccc23)CC1 | 66
CC(C)(C)c1ccc(-c2nnc(SCC(=O)N3CCOCC3)n2-c2ccc3c(c2)OCO3)cc1 | 56&60
Cc1cc(C)c(NC(=O)CCCn2nc(-c3ccc(Cl)cc3)ccc2=O)c(C)c1 | 125
Nc1c(C(=O)N2CCOCC2)sc2nc(-c3ccccc3)cc(-c3ccccc3)c12 | 62
Cc1c(N2CCCC2)cc2c(c1N)C(C)(C)CC2(C)C | 42
COc1ccccc1-n1ccnc1SCC(=O)Nc1ccc2c(c1)OCCO2 | 60
Cc1cc(C)c2c(n1)sc1c(=O)n(CC(=O)Nc3ccc4c(c3)OCCO4)cnc12 | 69
C(#Cc1ccc(-c2ccn[nH]2)cc1)c1ccccc1 | 58
O=C(c1ccccc1)C1CCN(S(=O)(=O)c2cc(C(F)(F)F)cc(C(F)(F)F)c2)CC1 | 68
CCN1CCCC1Cn1c(SCc2cc(C(C)=O)ccc2OC)nc2ccccc2c1=O (configuration not stated) | 62
O=C(Nc1ccc2ncsc2c1)c1sc2ccccc2c1Cl | 61
CSc1ccccc1C(=O)c1ccccc1C(=O)O | 54
CCC(C)Nc1nc2c(C)cccn2c(=O)c1C=Nc1ccc([N+](=O)[O-])cc1Cl (configuration not stated) | 1

4 entries from above in another layout.
RMI-FANCM inh	compound
62	CCN1CCCC1Cn1c(SCc2cc(C(C)=O)ccc2OC)nc2ccccc2c1=O (configuration not stated)
61	O=C(Nc1ccc2ncsc2c1)c1sc2ccccc2c1Cl
54	CSc1ccccc1C(=O)c1ccccc1C(=O)O
1	CCC(C)Nc1nc2c(C)cccn2c(=O)c1C=Nc1ccc([N+](=O)[O-])cc1Cl (configuration not stated)

Additional structures:
canonical_smiles | RMI-FANCM inh
O=C(Nc1ccc2c(c1)CS(=O)(=O)C2)c1cccs1 | 60
N#C/C(C(N)=O)=C1/SC(Cc2cccc([N+](=O)[O-])c2)C(=O)N1c1ccccc1 (configuration not stated) | 62
O=C(NC1CCCCC1NC(=O)c1cccs1)c1cccs1 (configuration not stated) | 60
COc1ccc(OC)c(S(=O)(=O)Nc2ccn[nH]2)c1 | 51
Cc1ccc(NC(=O)CN2CCC(C(=O)NCc3cccnc3)CC2)cc1 | 57
CC(C)n1c(SCC(=O)c2ccccc2)nc2cc(Cl)ccc21 | 64
COc1ccc2nc(-c3ccc(Cl)c(NC(=O)c4cc5ccccc5oc4=O)c3)cn2n1 | 72
CC(C)N(Cc1ccccc1)C(=O)c1ccccc1C(=O)O | 51
Cc1ccc(-c2ccc(/C=C3/SC(=S)N(CCS(=O)(=O)O)C3=O)o2)c([N+](=O)[O-])c1 | 65
COc1ccc(S(=O)(=O)Nc2ccc3c(c2)CN(C(=O)c2ccco2)CC3)cc1F | 68
COc1cccc(CSc2nc(C)c(CC(=O)Nc3nnc(C)s3)c(=O)[nH]2)c1 | 62
COc1cccc(CSc2nc(C)c(CC(=O)N3CCc4ccccc4C3)c(=O)[nH]2)c1 | 63
COCC(=O)NCCCn1nc(-c2ccc(C)cc2)ccc1=O | 72
CCOC(=O)Cc1csc(NC(=O)C2CCN(c3ccc(-c4ccccc4C)nn3)CC2)n1 | 60
O=C(Nc1sccc1-c1nc2ccccc2s1)c1ccc(F)c(F)c1 | 82
Cc1cc(-c2ccccc2)nc2oc(C(=O)c3ccc(Cl)cc3)c(N)c12 | 54
Nc1nccc(/C=C/c2c(F)cccc2Cl)n1 | 57
O=C(CCNCCO)c1ccccc1 | 55
Nc1c(C(=O)Nc2ccc3c(c2)OCCO3)nnn1Cc1ccc(F)cc1 | 54
C[C@H](CCC(=O)O)[C@H]1CCC2C3C(=O)CC4CC(=O)CC[C@]4(C)C3CC(=O)[C@@]21C (some centres not stated) | 65
CN(C)S(=O)(=O)c1ccc(C(=O)N2CCC(c3nnc(-c4ccc(F)cc4)o3)CC2)cc1 | 58
Cc1ccc(Sc2ncccc2-n2c(C)ccc2C)cc1 | 56
O=C(Nc1ccc2c(=O)c3cccc(Cl)c3oc2c1)c1ccco1 | 103
Cn1c(=O)c2c(nc(CN3CCN(C(=O)c4ccco4)CC3)n2CCCc2ccccc2)n(C)c1=O | 59
O=C(NCCn1ncc2c(N3CCCC3)ncnc21)c1cccs1 | 63
O=C(Cn1cnc2c(sc3cccc(F)c32)c1=O)NCc1ccc(Cl)cc1 | 89
CCOC(=O)N1CCN(C(=O)Nc2nc(CC(=O)NC(C)C)cs2)CC1 | 63
O=C(Nc1nnc(-c2ccno2)o1)C1CCCN1S(=O)(=O)c1ccc(Cl)s1 (configuration not stated) | 57
O=C1c2ccccc2C(=O)N1CSc1ccccc1 | 60
CCc1nnc(C2CCN(C(=O)Nc3ccc(C)cc3)CC2)s1 | 61
COc1ccc(CCC(=O)NCCNC(=O)c2ccc(NC(C)=O)cc2)cc1 | 68
O=C(Cn1c(-c2ccncc2)nc2ccccc21)NCc1ccccc1 | 63
Cc1cccc(S(=O)(=O)NCC2(c3cccs3)CCCC2)c1 | 68
Cc1nc2ccccc2/c(=N\Nc2ccc([N+](=O)[O-])cc2)n1N | 62
CCc1nc(C#N)c(N2CCOCC2)o1 | 67
CSc1sc(=S)sc1SC | 53
O=C(Nc1ccc(N2CCCS2(=O)=O)cc1)C(=O)Nc1nc2ccccc2s1 | 59
Cc1ccc(C(=O)Nc2ccc(SCC(=O)N3CCCC3)nn2)cc1 | 67
CCCS(=O)(=O)/C(C#N)=C\OCC | 53
O=C(Cc1ccccc1)Nc1cccc(-c2ccc3nnc(-c4cccnc4)n3n2)c1 | 88
CC(=O)N1CCN(c2ccnc3c2c(=O)n(CC(=O)N2CCCc4ccccc42)c(=O)n3C)CC1 | 66
CC(=O)Nc1ccc2c(c1)CCc1ccccc1-2 | 60
Cc1ccc(CCC(=O)Nc2ccccc2I)o1 | 61
O=C(Cc1csc(Nc2ccccc2)n1)NCc1cccs1 | 64
Cc1nc(SCC(=O)Nc2cccc(C(F)(F)F)c2)[nH]c(=O)c1C | 53
O=C(O)COc1cc(Br)cc(Br)c1O | 61
CCCc1nc(SCC(=O)Nc2nc(C)cs2)c2c(=O)n(C)c(=O)n(C)c2n1 | 75
Cc1ccc(C(CNC(=O)c2ccc3c(c2)OCO3)N2CCOCC2)cc1 (configuration not stated) | 51

Reprinted from the part before: three compounds; new compounds follow.
canonical_smiles | RMI-FANCM inh
O=C(O)COc1cc(Br)cc(Br)c1O | 61
CCCc1nc(SCC(=O)Nc2nc(C)cs2)c2c(=O)n(C)c(=O)n(C)c2n1 | 75
Cc1ccc(C(CNC(=O)c2ccc3c(c2)OCO3)N2CCOCC2)cc1 (configuration not stated) | 51
COc1ccc(-n2nnnc2/C(=C/N(C)C)C(=O)c2ccc(Cl)cc2)cc1 | 58
C=CCNC(=O)C(=O)Nc1cc2c3c(c1)CCC(=O)N3CCC2 | 54
CCn1ccc(C(=O)N=c2sc3cc(Cl)ccc3n2CCOC)n1 | 63
CC(C)Cc1nnc(NC(=O)c2ccc(Br)o2)s1 | 64
C=CCn1c(SCCC(=O)NCc2ccc3c(c2)OCO3)nc2scc(-c3ccco3)c2c1=O | 89
Cc1ccc(Cl)c2sc(N3CCN(C(=O)C4CCCN4S(C)(=O)=O)CC3)nc12 (configuration not stated) | 68
O=C(COc1ccc(F)cc1)NCCn1nc(-c2cccnc2)ccc1=O | 64
O=C(CSc1cccs1)Nc1cc(C(F)(F)F)cc(C(F)(F)F)c1 | 59
COc1ccc(OC)c2sc(N(CC3CCCO3)C(=O)COc3ccccc3F)nc12 (configuration not stated) | 65
CN(C(=O)c1ccc(Br)o1)C1CCS(=O)(=O)C1 (configuration not stated) | 57
CCOC(=O)N1CCN(S(=O)(=O)c2cccs2)CC1 | 55
CC(C)CCCC(C)C1CCC2C3CC=C4CC(O)CCC4(C)C3CCC12C (configuration not stated) | 58&58
O=S(=O)(/C=C/c1ccccc1)NCCOc1ccc2nnc(-c3ccccc3)n2n1 | 62
CC(=O)Nc1ccc(S(=O)(=O)N2CCN(C(=O)c3cccc([N+](=O)[O-])c3)CC2)cc1 | 60
O=C(Cn1nc2ccc(SC3CCCCC3)nn2c1=O)Nc1ccccc1 | 66
O=C(CCSc1cccs1)Nc1cccnc1 | 54
Nc1c(C(=O)NCc2ccco2)sc(=S)n1CC1CCCO1 (configuration not stated) | 63
Cc1ccc(S(=O)(=O)N2CCCC2CNC(=O)c2ccco2)cc1 (configuration not stated) | 57
O=C(O)Cc1cncc(Br)c1 | 58
C[C@@H]1O[C@@H](OC[C@H]2OC(OC3=C(c4ccc(O)c(O)c4)Oc4cc(O)cc(O)c4C3O)[C@H](O)[C@@H](O)[C@@H]2O)[C@H](O)[C@H](O)[C@H]1O (some centres not stated) | 63
NCCCCN | 58&57
Cc1cc(C)cc(OCCNC(=O)c2ccc(F)cc2F)c1 | 60
Cn1c(CNC(=O)c2ccccc2)nnc1SCc1ccccc1 | 52
Cc1nc2sc(C)c(C)n2c(=O)c1NC(=O)CCSc1ccccc1 | 64
Cc1cc(C)cc(SCC(=O)NNC(=O)COc2ccc(C)c3c2CCC3)c1 | 67
O=c1oc2ccccc2cc1-c1ccn[nH]1 | -15
CCOC(=O)NN(C(=O)OCC)/C(=C\C=C\N1CCCC1)c1nnn(-c2ccc(Cl)cc2)n1 | 64
O=S(=O)(Nc1ccc(-c2nc3ccccc3s2)cc1)c1cccc2cccnc12 | 76
O=C(CSc1nccn1Cc1ccc(F)cc1)NCCc1ccccc1 | 55
CS(=O)(=O)N1CCC(C(=O)N2CCN(c3ccccc3)CC2)CC1 | 67
CCc1c(C)nc(SCC(=O)N2N=C(c3cccs3)CC2c2ccc(OC)cc2)[nH]c1=O (configuration not stated) | 67
CCOC(=O)C(=O)Nc1ccc(-c2nnc(CC)o2)cc1 | 66
O=C(O)c1cc2c(cc1Br)OCCO2 | 64
O=C(Nc1c2c(nn1-c1ccc(Oc3ccccc3)cc1)CSC2)c1ccc(C(=O)c2ccccc2)cc1 | 50
CN(C)c1ccc(C(=O)N2CCc3ccccc32)cc1 | 55
Cc1ccc(-c2csc3nc(SCC(=O)Nc4ccccc4F)n(-c4ccccc4)c(=O)c23)o1 | 88
Cc1csc2sc(C(=O)Nc3ccc(Cl)cc3)c(C)c12 | 55
NS(=O)(=O)c1ccc(NC(=O)c2csc3nc(-c4ccc(F)cc4)cn23)cc1 | 78
CC(C)(C)[C@H](CO)N=Cc1cccc(C=N[C@H](CO)C(C)(C)C)n1 | 61
CCOC(=O)c1c(NC(=O)c2ccc(S(=O)(=O)N3CCN(C(=O)OCC)CC3)cc2)sc(OC(=O)CC)c1C | 58
Fc1ccccc1CSC1=NCCN1 | 73
CCCC(=O)Nc1ccc2c(c1)CN(S(=O)(=O)c1ccccc1)CC2 | 66
CCOC(=O)c1cc2c(=O)[nH]ccc2nc1C(F)(F)F | 55
Cc1cc(C)c(S(=O)(=O)NCC(=O)N2CCOC(c3ccccc3)C2)cc1C (configuration not stated) | 73
Cc1ccc(N2CCCS2(=O)=O)cc1NC(=O)C(=O)NCCc1c[nH]c2ccccc12 | 74
O=C(Nn1cnnc1)c1cccs1 | 59&53
CCOc1ccc(N2CC(NC(=O)NCCc3c[nH]c4ccccc34)CC2=O)cc1 (configuration not stated) | 59
Nc1ncnc(NNC(=O)CNC(=O)C23CC4CC(CC(C4)C2)C3)c1[N+](=O)[O-] | 57
Cc1cc(C(=O)Nc2nnc(-c3ccc(F)cc3)o2)n(C)n1 | 56
O=C(CCCn1nc(-c2cccnc2)ccc1=O)NCc1ccc(F)cc1 | 60
CC(=O)C1=C(C)NC(=O)CC1 | 62
Cc1nnc(SCc2ccccc2[N+](=O)[O-])s1 | 61
CCOC(=O)NC(=O)c1cn(C(C)C)c(=O)n(Cc2ccccc2)c1=O | 54
O=c1c(-c2ccc(OC3O[C@H](CO)[C@@H](O)[C@H](O)[C@H]3O)cc2)coc2cc(O)cc(O)c12 (some centres not stated) | 65
COc1cccc(C(=O)c2oc3ccc(NC(=O)c4ccc(Br)cc4)cc3c2C)c1 | 55
